# Screening results as filed in PubChem BioAssay.
# LDHA inh: qHTS assay for inhibitors of human lactate dehydrogenase; AID 1347041, 2019; 0.15% of 480,000 active; activity change, % (values are at about 110 or 230 µM); purified LDHA, NADH/diaphorase-resazurin fluorescence; hits give low values; in the data active means activity change below about -30%; inconclusive means mostly about -25% to -30%;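 further: plate controls were DMSO wells for no effect and wells without enzyme for full effect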
#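 LDH5 2 nM; NADH 0.06 mM, pyruvate 0.2 mM; 200 mM Tris pH 7.4, EDTA, Tween-20; 5 min RT. Detection: diaphorase 0.133 mg/mL + resazurin 37 µM, fluorescence ex540/em590 at 0 and 20 min; normalized to enzyme-free and DMSO wells.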
# ALOX12 inh: Primary qHTS assay for inhibitors of human arachidonate 12S-lipoxygenase (ALOX12): Round 2; purified 12hLO, xylenol orange hydroperoxide absorbance; Polyunsaturated fatty acid lipoxygenase ALOX12 (Homo sapiens), P18054; 1.1% of 580,000 active; AID 1671190, 2021; Potency, µM (titrated, usually from 108 µM), for the others: top-dose activity change, negative = inhibition, hits mostly inhibitors; further: potency means the concentration at half of the fitted maximal effect
#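 Purified human 12hLO at 150 nM in 25 mM Hepes, 0.01% Triton X-100, pH 7.0, preincubated 15 min at room temperature with compound. Reaction started with 40 uM arachidonic acid, 30 min at room temperature. Hydroperoxide measured by Fe-xylenol orange, 573/405 nm absorbance ratio.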
# POLH inh: qHTS for Inhibitors of Polymerase Eta; DNA polymerase eta (Homo sapiens), Q9Y253; recombinant Pol eta, fluorescent DNA replication assay; Potency, µM (series often up to 114 µM), for the others: top-dose activity change, negative = inhibition, usual class: inhibitors; 1.2% of 390,000 active; further: potency means the concentration at half of the fitted maximal effect
# Target sequence (Q9Y253 whole entry, looked up): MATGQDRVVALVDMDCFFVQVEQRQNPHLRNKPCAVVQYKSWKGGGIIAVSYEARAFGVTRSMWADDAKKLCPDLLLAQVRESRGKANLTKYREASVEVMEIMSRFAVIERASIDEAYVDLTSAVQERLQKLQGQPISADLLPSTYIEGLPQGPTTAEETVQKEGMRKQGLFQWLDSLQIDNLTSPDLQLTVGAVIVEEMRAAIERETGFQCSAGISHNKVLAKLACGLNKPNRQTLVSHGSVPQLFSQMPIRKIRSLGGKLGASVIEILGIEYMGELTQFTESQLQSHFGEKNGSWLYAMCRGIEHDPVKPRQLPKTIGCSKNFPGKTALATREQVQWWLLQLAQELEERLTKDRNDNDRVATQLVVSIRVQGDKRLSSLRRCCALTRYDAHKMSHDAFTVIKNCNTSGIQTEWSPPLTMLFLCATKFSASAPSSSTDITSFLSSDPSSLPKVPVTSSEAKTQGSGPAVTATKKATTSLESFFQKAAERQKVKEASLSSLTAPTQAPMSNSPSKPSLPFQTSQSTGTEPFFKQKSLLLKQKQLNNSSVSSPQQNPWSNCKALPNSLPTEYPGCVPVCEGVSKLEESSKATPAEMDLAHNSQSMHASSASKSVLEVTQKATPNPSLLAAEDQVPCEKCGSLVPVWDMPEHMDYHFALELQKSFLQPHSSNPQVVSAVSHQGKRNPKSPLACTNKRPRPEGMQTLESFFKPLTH
#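 Fluorescent replication assay: 50 nM final substrate added after a 15 min room-temperature compound preincubation with 10 nM enzyme. Signal taken at 0 min and again at 10 min.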
# Numbers without * were called inactive; ? = inconclusive; [ ] = dose if it differs, or a comment. Unless noted, the call rests on the fitted dose curve; in most records, active means well fitted inhibition curve with a large enough effect; inconclusive means small, poorly fitted or top-dose-only effect, or another doubt; inactive means no such curve, though single readings can be large or run the other way. Unless noted, on the % scale 0 is the no-effect control and ±100 the full control effect. These rows are one share of the data. The share of hits here may be higher or lower than overall.
smiles | LDHA inh | ALOX12 inh | POLH inh
O=S(=O)(Cc1ccccc1)C(c1ccccc1)S(=O)(=O)Cc1ccccc1 | -10 | 38%[activator] | -8%
C[C@@H]1CN([C@@H](C)CO)C(=O)CCCn2nncc2CO[C@H]1CN(C)S(=O)(=O)c1ccc(Cl)cc1 | 2 | -14% | -5%
CCc1nn(CCCC(=O)NC2CCCCC2C)c(=O)c2cc3occc3n12 (stereo unspecified) | -5 | -15% | -4%
Cc1ccc(C=C2C=C(c3ccccc3)OC2=O)cc1 | -5 | -20% | 3%
CCOc1ccc(NC(=O)CN2CCN(c3ccc(F)cc3)CC2)cc1S(=O)(=O)N1CCCC1 | -5 | 5% | -9%
COc1ccc(Cn2ccnc2SCC(=O)Nc2ccc(F)cc2F)cc1 | 0 | 4% | -4%
Cc1ccc(CN(C)C[C@H]2OCc3cnnn3CCCC(=O)N([C@@H](C)CO)C[C@@H]2C)cc1 | 0 | 8% | 3%
Cc1cn([C@H]2C[C@H](O)[C@@H](CNCC3=Cc4cc(O)ccc4OC3)O2)c(=O)[nH]c1=O | -9 | -5% | -2%
c1ccc(COc2ncnc3c2ncn3CCCNC2CCN(Cc3ccccc3)CC2)cc1 | -1 | -10% | -23%
Cc1ccc(N(CC(=O)NC(C)(C)C)C(=O)CCC(=O)Nc2ccccn2)c(C)c1 | 3 | 0% | -4%
CNC(=O)C[C@@H]1C(=O)N(CCc2ccccc2)CC1(C)C | -1 | 17% | -2%
CC1(C)C2CCC(CN=C(N)CSS(=O)(=O)O)C1C2 (stereo unspecified) | -5 | -22% | -6%
CC1=C(C(=O)N(C)C)CC(CC(=O)NCCCCc2ccccc2)C(=O)N1Cc1ccccc1 (stereo unspecified) | -4 | 2% | -12%
CC1CCCN(C(=O)c2ccc3c(=O)n4nc(Nc5ccccc5)sc4nc3c2)C1 (stereo unspecified) | 2 | -4% | -4%
Cc1ccc(S(=O)(=O)NCC(=O)NCC(=O)N(C)Cc2ccc(Br)s2)cc1C | 2 | 7% | -11%
O=S(=O)(NCc1nnnn1-c1ccc(F)cc1)c1ccc(F)cc1 | -2 | 0% | -1%
S=C(NNC(=S)Nc1ccc(Cl)cc1)NNc1ccccc1 | -5 | 45µM* | -5%
COc1ccc(C(=O)Nc2cc(OC)c(NC(=O)Nc3ccccc3)cc2OC)cc1 | 2 | ? | -13%
COP(=O)(OC)C(=NNS(=O)(=O)c1ccc(C)cc1)c1ccccc1 | -6 | -29% | -5%
CN(Cc1ccccc1)N=Nc1ccccc1 | -16 | -27% | -16%
O=C(Nc1ccn(CCCN2CCC(N3CCOCC3)CC2)c(=O)n1)OCc1ccccc1 | -9 | ? | 6%
COc1ccc(CCN2CC(C(=O)NCc3cnn(C)c3)CCC2=O)cc1 (stereo unspecified) | -1 | 3% | -12%
CC(C)C1C(=O)N(Cc2cn(CC3CCCCC3)nn2)CCS(=O)(=O)N1Cc1ccc(-c2ccccc2)cc1 (stereo unspecified) | 0 | -49% | -8%
O=C(Nc1nc(-c2ccc([N+](=O)[O-])cc2)cs1)C1=COCCO1 | -7 | -1% | -13%
CSc1ncnc2c1ncn2CCCNCc1cccs1 | -9 | 7% | -12%
O=C(O)C(Cc1c[nH]c2ccccc12)NS(=O)(=O)c1ccc(F)cc1 (stereo unspecified) | -1 | -3% | -1%
Cc1ccc(S(=O)(=O)N(C)C[C@H]2OCCCC[C@@H](C)Oc3ccc(N(C)C)cc3C(=O)N([C@H](C)CO)C[C@@H]2C)cc1 | 4 | ? | -17%
C[C@H]1CN([C@@H](C)CO)C(=O)CCCn2nncc2CO[C@H]1CN(C)C(=O)c1ccc(N2CCN(C)CC2)cc1 | 0 | 16% | -4%
COCC(O)Cn1ccnc1[N+](=O)[O-] (stereo unspecified) | -1 | -21% | -17%
O=C(O)C1(C(=O)O)CCC2(CCCCC2)CC1 | 1 | -10% | -8%
C[C@@H]1CNC(=O)c2c(C(=O)NCc3ccc(CNC(=O)OC(C)(C)C)cc3)ncn21 | -3 | 13% | -14%
O=C(Nc1ccc2c(c1)OCCO2)c1c(Cl)cccc1Cl | -5 | 4% | 0%
COc1cc(N(CCCn2cnc3c(SC)ncnc32)CCCn2cnc3c(SC)ncnc32)cc(OC)c1OC | 7 | -44% | -12%
COc1ccc(NC(=O)N(C)C[C@@H]2OCc3cnnn3CCCC(=O)N([C@H](C)CO)C[C@@H]2C)c(OC)c1 | 2 | -3% | -2%
O=S(=O)(/N=C(\c1ccc(F)cc1)N1CCOCC1)c1ccccc1 | 0 | -14% | -2%
COc1ccc(-c2c(C)nn3c(C(F)(F)F)cc(C)nc23)cc1 | -3 | 1% | -20%
O=C(COC(=O)CCc1c[nH]c2ccccc12)Nc1cccc(Cl)c1 | -3 | -6% | -1%
O=C1OCCC1=COCCCCCCOC=C1CCOC1=O | -7 | -6% | 2%
CCN(CC)C(=O)C1=C(C)N(CCCN2CCCC2=O)C(=O)C(CC(=O)NCCN2CCOCC2)C1 (stereo unspecified) | -1 | 1% | -1%
CC(=O)Nc1cccc(NC(=O)c2ccc(S(=O)(=O)NCc3ccco3)cc2)c1 | -2 | 3% | -20%

# Four records picked at random from those above:
smiles | LDHA inh | ALOX12 inh | POLH inh
C[C@@H]1CNC(=O)c2c(C(=O)NCc3ccc(CNC(=O)OC(C)(C)C)cc3)ncn21 | -3 | 13% | -14%
O=C(COC(=O)CCc1c[nH]c2ccccc12)Nc1cccc(Cl)c1 | -3 | -6% | -1%
O=S(=O)(/N=C(\c1ccc(F)cc1)N1CCOCC1)c1ccccc1 | 0 | -14% | -2%
COc1ccc(-c2c(C)nn3c(C(F)(F)F)cc(C)nc23)cc1 | -3 | 1% | -20%

# Continued:
SMILES	LDHA inh	ALOX12 inh	POLH inh
CCOc1cc(/C=N/NC(=O)c2ccncc2)cc(Br)c1O	-8	0%	0%
C[C@@H]1CNC(=O)c2c(C(=O)N[C@H](C)c3ccccc3)ncn21	0	5%	-17%
COCOCCn1cc(CN2CCS(=O)(=O)N(Cc3ccc(-c4ccncc4)cc3)C(CC(C)C)C2=O)nn1 (stereo unspecified)	-8	26%	-10%
CSc1ncnc2c1ncn2CCCN1CCN(Cc2c(C)cc(C)cc2C)CC1	-1	-47%	-9%
C[C@@H]1CN([C@@H](C)CO)C(=O)CCCn2nncc2CO[C@H]1CN(C)C(=O)Nc1ccccc1C(F)(F)F	3	5%	-3%
COc1cccc(CNC(=O)c2ccc(CS(=O)Cc3ccccc3Cl)o2)c1 (stereo unspecified)	-5	4%	-15%
C#CC(C)OCC1CNC(=S)O1 (stereo unspecified)	2	-10%	5%
CC1=C(C(=O)N2CCOCC2)CC(CC(=O)NCCCCc2ccccc2)C(=O)N1Cc1ccc(F)cc1 (stereo unspecified)	-1	-3%	-23%
CCCN(CC(=O)Nc1ccccc1C)C(=O)C1CCN(S(=O)(=O)c2ccc(C)c(C)c2)CC1	-5	-30%	-18%
CC(=O)c1ccc(Nc2nc(-c3sc(C)nc3C)cs2)cc1	-3	-10%	-16%
CCCN(CC(=O)Nc1ccccc1OC)C(=O)CN1C(=O)NC(C)(C)C1=O	-14	36%[activator]	4%
Cc1ccc(N(CC(=O)N2CCCCCC2)S(C)(=O)=O)cc1	-16	-12%	-11%
C[C@@H]1CN([C@H](C)CO)C(=O)CCCn2nncc2CO[C@H]1CN(C)Cc1ccc(C(=O)O)cc1	2	-3%	-17%
CCN(CC)C(=O)C1=C(C)N(Cc2ccc(C(C)(C)C)cc2)C(=O)C(CC(=O)NCc2cccs2)C1 (stereo unspecified)	0	?	-16%
C#CC1(NC(=S)Nc2cccc(OC)c2)CCCCC1	1	-6%	-11%
O=C(NCc1ccccc1OC(F)(F)F)C1CCC(=O)N(CCCN2CCOCC2)C1 (stereo unspecified)	-11	0%	-21%
O=P(C(=S)Nc1ccccc1Cl)(c1ccccc1)c1ccccc1	-4	-5%	-9%
CC(C)NC(=O)Nc1ccc2c(c1)C(=O)N([C@H](C)CO)C[C@H](C)[C@@H](CN(C)Cc1ccc3c(c1)OCO3)OCCCC[C@@H](C)O2	2	0%	-9%
COC(=O)C[C@H]1C[C@H]2c3cc(NC(=O)C4CCC4)ccc3O[C@H]2[C@H](CO)O1	-1	0%	-7%
Cc1cn([C@H]2C[C@H](O)[C@@H](CNCc3ccc(-c4cc(Cl)ccc4C(F)(F)F)o3)O2)c(=O)[nH]c1=O	0	5%	-2%
CC(C)(C)OC(=O)N1CCN(C(=O)c2[nH]cnc2C(=O)Nc2ccccc2F)CC1	-11	-8%	-21%
CC(C)(C)Cc1c(-c2ccc(Br)cc2)nc2ccc(Br)cn12	1	?	-11%
Cc1ccc2c(c1)CCO[C@]21O[C@H](CCO)C[C@H](O)[C@H]1O	-6	-2%	-12%
O=C(O)c1ccc2c(c1)S(=O)(=O)c1cc(N3CCN(c4cnccn4)CC3)ccc1C2=O	-6	-20%	?
C[C@H](CO)N1C[C@H](C)[C@@H](CN(C)S(=O)(=O)c2ccccc2C#N)OCc2cnnn2CCCC1=O	-1	0%	-10%
Cc1cccc(CNC(=O)C2CCC(=O)N(CC3CCCCC3)C2)c1 (stereo unspecified)	-7	4%	-15%
C[C@@H]1CN([C@H](C)CO)C(=O)c2cc(Br)cnc2O[C@@H]1CN(C)C(=O)Cc1ccccc1	-2	-26%	-14%
Cc1cn([C@H]2C[C@H](O)[C@@H](CNCc3cc(Br)ccc3OCc3ccccc3)O2)c(=O)[nH]c1=O	-6	-6%	-7%
CC(=NNS(=O)(=O)c1ccc(C)cc1)c1ccccc1	-2	-4%	-7%
C[C@@H]1CN([C@H](C)CO)S(=O)(=O)c2ccc(-c3ccc(C(=O)N(C)C)cc3)cc2O[C@H]1CN(C)C(=O)Cc1ccccn1	-4	33%	-12%
O=Cc1c[nH]c2ccc(S(=O)(=O)N3CCCCC3)cc12	-7	-53%	-6%
CC1C(=O)N(Cc2cn(CC3CCCCC3)nn2)CCS(=O)(=O)N1Cc1ccc(-c2ccc(Cl)c(Cl)c2)cc1 (stereo unspecified)	4	-5%	0%
O=C(NCc1nnnn1-c1ccc(Cl)cc1)C(=O)c1c[nH]c2ccccc12	-6	0%	-3%
O=C(NCc1ccccc1CN1CCCC1)C1CCN(C(=O)c2ccc(Cl)cc2)CC1	-2	2%	-18%
CC1=C(C(=O)N(C(C)C)C(C)C)CC(CC(=O)NCCN2CCOCC2)C(=O)N1Cc1ccccc1 (stereo unspecified)	-4	-8%	-16%
O=C1CSC(=S)N1Cc1ccccc1	-2	-19%	-4%
C[C@H](CO)N1C[C@H](C)[C@@H](CN(C)S(=O)(=O)c2cccc(F)c2)Oc2ncc(Br)cc2C1=O	0	-6%	-16%
COc1ccccc1N1CCN(C(=O)CCCCCn2c(=S)[nH]c3cc4c(cc3c2=O)OCO4)CC1	0	12%	3%
O=C(c1cccs1)N1C[C@H](n2cc(-c3ccc(F)cc3)nn2)[C@@H](O)C[C@@H]1c1ccc(Cl)cc1	-6	?	-13%
COC(=O)c1ccc2cn[nH]c2c1	1	-7%	-1%
C[C@H](CO)N1C[C@H](C)[C@@H](CN(C)C)OCc2cnnn2CCCC1=O	-10	0%	-21%
CC(C)NC(=O)N(C)C[C@@H]1OCc2cn(nn2)CCCC(=O)N([C@H](C)CO)C[C@H]1C	0	7%	-9%
Cc1ccc(NC(=O)CSc2nnc3ccccn23)c(Cl)c1	-1	0%	-1%
CC(C)=C(NC(=O)c1ccccc1Cl)C(=O)NCCc1nc2ccccc2[nH]1	-1	-3%	-22%
CC1CCCC(C)N1C(=O)COC(=O)CNS(=O)(=O)c1ccc2ccccc2c1 (stereo unspecified)	0	11%	-8%
CN(C)C(=S)Oc1ccccc1C1SCCS1	-1	2%	-11%
CC1=C(C(=O)OCc2ccccc2)C(c2ccc(C)cc2)NC(=O)N1 (stereo unspecified)	-3	5%	-14%
C[C@H](CO)N1C[C@H](C)[C@@H](CN(C)C(=O)Nc2ccccc2)Oc2ncc(C#CC3CCCCC3)cc2C1=O	4	?	-17%
C[C@@H]1CN([C@H](C)CO)C(=O)c2cc(Br)cnc2O[C@H]1CN(C)C	1	?	-3%
Cc1nnc(SCC(=O)Nc2cccc(S(=O)(=O)N3CCCC3)c2)n1C1CC1	0	-6%	-5%
C[C@@H]1CN([C@H](C)CO)C(=O)c2cc(C#C[C@@H](C)O)cnc2O[C@H]1CN(C)C(=O)c1ccc(F)cc1	-2	?	-11%
